QS inhibitor = S. aureus quorum sensing inhibitors, primary screen, RNAIII-GFP reporter, flow cytometry. S. aureus RN6390 RNAIII-GFP reporter, AIP-induced, flow cytometry 3 h. inhibition, % at 2 µM. 0.3% of 24,000 active. AID 527, 2006;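 active means share of bacteria positive for the green fluorescent reporter and its mean brightness both inhibited by 50% or more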;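 further: 0% = AIP-stimulated control and 100% = unstimulated bacteria without AIP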
QS inhibitor GFP MFI % = second read-out of QS inhibitor, no call of its own (marks repeat the call); inhibition, %; measured here: inhibition of GFP MFI
* hit, by the source's call.

QS inhibitor | QS inhibitor GFP MFI % | molecule
-1 | -6 | CCc1nnc(NC(=O)CSc2nnc3ncccn23)s1
1 | 0 | COc1ccc(S(=O)(=O)Nc2cc(C(=O)NCCC(C)C)ccc2N2CCOCC2)cc1
-3 | -1 | CC(=O)NCCC(=O)Nc1ccc(C)c(F)c1
-3 | 45 | O=C(Nc1ccc(O)cc1)C1CCCN1S(=O)(=O)c1ccc(F)cc1 (stereo unspecified)
21 | 28 | CCCCn1c(=S)[nH]c2c(oc3ccc(Cl)cc32)c1=O
-3 | -14 | Cc1noc(C)c1S(=O)(=O)N1CCC(C(=O)N2CCN(Cc3ccc4c(c3)OCO4)CC2)CC1
-2 | -4 | CC(=O)OCC(=O)[C@@]1(O)[C@H](C)C[C@H]2[C@@H]3CCC4=CC(=O)C=C[C@]4(C)[C@@]3(F)[C@@H](O)C[C@@]21C
-3 | -12 | CCOC(=O)N1CCN(C(=O)c2cc3c(=O)[nH]c4ccccc4c3s2)CC1
5 | 14 | Cn1c(=O)c2c3c(sc2n2c(SCC(=O)c4ccc(Cl)cc4)nnc12)COC(C)(C)C3
-2 | 12 | O=C(Cn1c(=O)n(-c2ccc(F)cc2)c(=O)c2sccc21)N1CCCC1
0 | -20 | CCn1c(SCC(=O)c2ccc3c(c2)OCCO3)nnc1-c1ccco1
-1 | -8 | COc1ccc(C(C)(C)C)cc1NC(=O)Nc1ccc2c(c1)OCO2
1 | 4 | CCOC(=O)c1c(CN2CCCCC2)n(C)c2cc(Br)c(O)c(CN(C)C)c12
1 | 4 | COc1ccc(C2=NOC(C(=O)N3CCCCCC3)C2)cc1OC (stereo unspecified)
0 | 5 | COC(=O)c1ccc(CSc2nc(C(F)(F)F)c3c(c2C#N)CCC3)o1
-3 | -67 | CCN1CCCC1CNC(=O)C1CCN(Cc2nc(-c3cccc(Br)c3)oc2C)CC1 (stereo unspecified)
-5 | -27 | CCCCOC(=O)C1=C(C)Nc2ncnn2C1c1cc(OC)ccc1OC (stereo unspecified)
-1 | -5 | O=C(O)[C@@H](c1ccccc1)N1Cc2ccccc2C1=O
-4 | 1 | COCCCNC(=O)CS(=O)(=O)Cc1nc(-c2ccccc2C)oc1C
-7 | -9 | Cn1cccc1Cc1nnc(SCC(=O)Nc2ccc(F)cc2)n1-c1ccc(F)cc1
-4 | -12 | Cn1c(=O)c2c(nc(SCC(=O)N3CCCc4ccccc43)n2C)n(C)c1=O
1 | 1 | COC(=O)c1ccc2c(c1)N(C)CCS2
12 | 20 | O=C(CSc1nccn1-c1ccccc1)NCc1ccc2c(c1)OCO2
4 | 30 | O=C(Nc1ccc2c(c1)OCO2)C(c1ccc(Cl)cc1)N1CCN(C(=O)c2ccco2)CC1 (stereo unspecified)

Compound profiles (already shown):
Entry for COc1ccc(C2=NOC(C(=O)N3CCCCCC3)C2)cc1OC (stereo unspecified) → QS inhibitor: 1; QS inhibitor GFP MFI %: 4
Entry for CCN1CCCC1CNC(=O)C1CCN(Cc2nc(-c3cccc(Br)c3)oc2C)CC1 (stereo unspecified) → QS inhibitor: -3; QS inhibitor GFP MFI %: -67

The listing continues:
QS inhibitor | QS inhibitor GFP MFI % | molecule
-1 | -18 | CCOC(=O)N1CCN(CC(O)c2ccc3c(c2)CCN3)CC1 (stereo unspecified)
-3 | -2 | O=C(Nc1cccnc1)Nc1ccc2c(c1)OCO2
12 | 47 | CCOc1cc(S(=O)(=O)NCc2ccccn2)c(C)cc1C
5 | 19 | CC(C)CCNC(=O)CN(C)S(=O)(=O)c1cccc2nsnc12
-2 | -12 | COc1ccc(S(=O)(=O)NCCOc2ccccc2)cc1OC
-1 | -15 | Fc1cccc2sc(N3CCOCC3)nc12
5 | 70 | Cc1c(C(=O)NCc2ccc3c(c2)OCO3)oc2ccc(S(=O)(=O)N3CCCCC3)cc12
2 | 20 | O=C(Nc1ccc2nc(-c3cccnc3)[nH]c2c1)c1ccco1
-2 | -6 | CCCCNC(=O)CCSc1nc2nc(C)cc(C)n2n1
0 | 4 | CC1=C(C(N)=O)C(c2ccccc2)n2nc(-c3cccs3)nc2N1 (stereo unspecified)
-2 | -8 | COc1ccc(OC)c(NC2c3ncccc3C(=O)N2Cc2ccco2)c1 (stereo unspecified)
-1 | 3 | O=C(CCn1c(=O)c2sccc2n(CC(=O)NCc2ccco2)c1=O)NCc1ccccc1
0 | -6 | CCOC(=O)Nc1ccc(OC)cc1S(=O)(=O)N1CCCCC1
0 | 4 | CCn1c(SCC(=O)Nc2ccc(C(=O)OC)cc2)nnc1-c1cccs1
-1 | -16 | O=C1C(C=NCCCn2ccnc2)=C(O)c2ccccc21
-2 | -24 | Cc1ccccc1CS(=O)(=O)CCC(=O)NCCCN1CCN(c2ccccc2F)CC1
-1 | 9 | O=C(CCCn1c(=O)c2ccccc2n(CC(=O)NCc2ccco2)c1=O)NCc1ccco1
-1 | 6 | Cc1cccc(NC(=O)C2CCCN2S(=O)(=O)c2cccc3cccnc23)c1 (stereo unspecified)
0 | 6 | O=C(CSc1nnc(CNC(=O)c2ccco2)o1)NC1CCCC1
-5 | -4 | Cc1ccc2[nH]c(=O)c(C(c3nnnn3CCc3ccccc3)N3CCOCC3)cc2c1 (stereo unspecified)
0 | 8 | O=C(CN1C(=O)COCC1=O)N1CCOCC1
-3 | 1 | COCCNC(=O)CN(C)S(=O)(=O)c1ccc(Br)cc1
0 | 2 | COC(=O)CNc1nc(C2CC2)nc2c1nnn2Cc1ccccc1Cl
1 | 49 | O=C(CNC(=O)c1ccco1)OCN1C(=O)c2ccccc2C1=O
0 | -2 | Cc1nc(N2CCC(C)CC2)c2c(C)c(C(=O)O)sc2n1
6 | 30 | CCOC(=O)c1cccc(NC(=O)CCS(=O)(=O)c2cccs2)c1
-1 | -4 | Cc1ccc(CCN2CC(C(=O)NCCCN3CCN(C)CC3)CC2=O)cc1 (stereo unspecified)
0 | 2 | CC(=O)c1cccc(NC(=O)COc2nsnc2N2CCOCC2)c1
-2 | 2 | O=C(c1c(O)c2ccccc2oc1=O)C1CCC1
-2 | -3 | CC1CCc2nn(CC(=O)N3CCN(C(=O)c4ccco4)CC3)cc2C1 (stereo unspecified)
6 | 18 | Cc1cccc2sc(NC(=O)CCNS(=O)(=O)c3cccs3)nc12
-3 | -11 | CCCCCCNS(=O)(=O)c1nc2nc(C)cc(C)n2n1
1 | 2 | CCc1nnc(NC(=O)CSc2nc3c(c(=O)n2-c2ccccc2OC)SCC3)s1
42 | 62 | Cc1nn(C(C)(C)C)c(OC(=O)c2ccc3c(c2)OCO3)c1S(=O)(=O)c1ccccc1
-2 | -2 | O=C(NC1CCCc2ccccc21)C1CCN(S(=O)(=O)c2cnc[nH]2)CC1 (stereo unspecified)
-1 | -5 | COc1ccc(NC(=O)CSc2nnc(-c3ccncc3)n2CC2CCCO2)c(OC)c1 (stereo unspecified)
-1 | 15 | COc1ccccc1N1CCN(C(=O)c2nn(-c3ccccc3OC)c(=O)c3ccccc23)CC1
-4 | 10 | CCOC(=O)CNC(=O)Cn1cnc2sc(C)c(S(=O)(=O)N3CCC(C)CC3)c2c1=O
-1 | 0 | CC(=O)Nc1ccc(NS(=O)(=O)c2cc(C)sc2C)cc1
9 | 35 | Cc1ccc(O)c(-c2cc3ccccc3[nH]2)c1
-1 | -7 | Cc1cc(C)cc(NC(=O)Cn2ncn3c(cc4ccccc43)c2=O)c1
1 | -23 | CCCOc1ccc2oc(=O)c3c(c2c1)CCCN3C(=O)CN(C)Cc1ccccc1
3 | 8 | O=C(NCCN1CCCC1)c1ccc(CS(=O)(=O)c2c(Cl)cccc2Cl)o1
4 | 10 | C/C=C/COC(=O)c1[nH]c2c(c1C)C(=O)CC(c1ccc(N(C)C)cc1)C2 (stereo unspecified)
-2 | -14 | CN(CC(=O)NC1CCCCC1)S(=O)(=O)c1cccc2nsnc12
0 | 24 | Nc1c(Sc2ccccc2)c(=O)[nH]c(=O)n1Cc1ccccc1
-2 | -24 | COc1ccc(-c2nnc(NC(=O)c3ccc(S(=O)(=O)N4CCc5ccccc5C4)cc3)o2)cc1
13 | 30 | Nc1nonc1C(=O)NCCNCc1cc(Br)ccc1OCc1ccccc1F

Reprinted from above for reference:
QS inhibitor | QS inhibitor GFP MFI % | molecule
3 | 8 | O=C(NCCN1CCCC1)c1ccc(CS(=O)(=O)c2c(Cl)cccc2Cl)o1
4 | 10 | C/C=C/COC(=O)c1[nH]c2c(c1C)C(=O)CC(c1ccc(N(C)C)cc1)C2 (stereo unspecified)
-2 | -14 | CN(CC(=O)NC1CCCCC1)S(=O)(=O)c1cccc2nsnc12
0 | 24 | Nc1c(Sc2ccccc2)c(=O)[nH]c(=O)n1Cc1ccccc1
-2 | -24 | COc1ccc(-c2nnc(NC(=O)c3ccc(S(=O)(=O)N4CCc5ccccc5C4)cc3)o2)cc1
13 | 30 | Nc1nonc1C(=O)NCCNCc1cc(Br)ccc1OCc1ccccc1F

Next records:
QS inhibitor | QS inhibitor GFP MFI % | molecule
-5 | -57 | Cc1ccc(S(=O)(=O)NCCN=C(CN2CCOCC2)NS(=O)(=O)c2ccc(C)cc2)cc1
-2 | -8 | CC1C2CC(C(S(=O)(=O)N3CCOCC3)C2=O)C1(C)C (stereo unspecified)
-1 | -2 | O=C(CCc1ccccc1)Nc1ncn[nH]1
3 | 3 | Cc1ccc(C)c(N2CCN(S(=O)(=O)c3ccc4c(c3)CCC(=O)N4)CC2)c1
9 | 33 | C=CCn1c(-c2ccoc2)n[nH]c1=S
-1 | 24 | CCc1ccccc1NC(=O)CCc1nc(-c2ccc(C)cc2)no1
-7 | -40 | O=C1CCC(C(=O)N(c2ccccc2)C2(C(=O)NC3CCCCC3)CCCCC2)N1 (stereo unspecified)
0 | 5 | CCOc1ccccc1NC(=O)CN(c1ccc(OC)cc1)S(=O)(=O)c1c(C)noc1C
-5 | 5 | CCOC(=O)C(NC(C)=O)(Nc1ccc(S(=O)(=O)Nc2nccs2)cc1)C(F)(F)F (stereo unspecified)
-3 | -32 | CC1(C)OC(=O)N(Cc2ccco2)C1(C)O (stereo unspecified)
-1 | -3 | O=C(CCNC(=O)Cn1cnc2ccccc2c1=O)NCCC1=CCCCC1
0 | -3 | COc1ccc(C2=NOC(C(=O)NC(C)C)C2)cc1 (stereo unspecified)
1 | 22 | O=C(CCNS(=O)(=O)c1cccc2nsnc12)NCc1cccs1
-2 | -10 | CCOC(=O)c1sc(NC(=O)c2noc3c2CCCC3)c(C(=O)OCC)c1C
-1 | 19 | CCC(=O)c1ccc(OCC(O)CN2CCN(S(=O)(=O)N3CCCCC3)CC2)cc1 (stereo unspecified)
0 | 11 | COc1ccc(N(CC(=O)Nc2ccc(OC)c(Cl)c2)S(=O)(=O)c2c(C)noc2C)cc1
5 | 17 | CCN(c1ccccc1)S(=O)(=O)c1ccc(C(=O)Nc2nnc(COC)o2)cc1
-1 | -5 | O=C(O)c1[nH]nc2c1COc1ccccc1-2
-9 | -11 | COCCNc1ncnc2nc[nH]c12
0 | -2 | CN(CCCNC(=O)C1CCCN(S(=O)(=O)c2cnc[nH]2)C1)c1ccccc1 (stereo unspecified)
5 | 17 | COc1ccc(OC)c(C(=O)COC(=O)c2cc(C)oc2C)c1
-1 | -4 | CCN(CC)CCCN(Cc1cc2cc(OC)ccc2[nH]c1=O)C(=O)Nc1ccccc1
-8 | -17 | CCOC(=O)C1CCCN(C(=O)CCNS(=O)(=O)c2ccc3c(c2)CCC(=O)N3)C1 (stereo unspecified)
-6 | -12 | CCOC(=O)N1CCC(NC(=O)Cn2cc3c(n2)CCCC3)CC1
-5 | -22 | CCOc1ccc(-n2c(=O)[nH]cc(C(=O)N3CCc4ccccc43)c2=O)cc1
0 | 6 | CS(=O)(=O)N(CC(=O)N1CCc2ccccc2C1)c1ccc2c(c1)OCO2
0 | -9 | CCC(NS(=O)(=O)c1c(C)[nH]c(=O)[nH]c1=O)C12CC3CC(CC(C3)C1)C2 (stereo unspecified)
-5 | -14 | Cc1ccc(NC(=O)Cn2c(C)cc(C)c(C#N)c2=O)c(Cl)c1
-2 | 0 | O=C(c1c(F)cccc1F)N1CCN(c2ccccc2F)CC1
-4 | -12 | CCCS(=O)(=O)N1CCCC(C(=O)NCCCN(C)c2ccccc2)C1 (stereo unspecified)
-1 | -20 | O=C(NCCCN1CCCC1)C1CCC(=O)N1C1CCCCC1 (stereo unspecified)
-6 | -58 | CCCN(CCC)S(=O)(=O)c1ccc2c(c1)CCCN2C(C)=O
0 | 5 | CCCc1cc(=O)n2[nH]cnc2n1
0 | 0 | O=C(c1cccnc1)N1CCN(Cc2ccc3c(c2)OCO3)CC1
-10 | -17 | CC(Sc1nnc(N)s1)c1ccccc1Cl (stereo unspecified)
0 | -2 | CC(/C=N/O)Cc1ccc2c(c1)OCO2 (stereo unspecified)
-6 | -26 | Cc1ccc(NC(=O)CS(=O)(=O)c2c[nH]c3ccccc23)c(C)c1
-2 | -9 | CCOc1ccc(Oc2nc(Nc3ccc(C)cc3)nc(N(C)C)n2)nn1
0 | 8 | Cn1c(NC(=O)c2cccc(Cn3cc(Cl)cn3)c2)nc2ccccc21
1 | 2 | CN1CCN(CCCNC(=O)Cn2nc(-c3ccccc3)ccc2=O)CC1
-1 | -48 | COCC(C)NC(=O)NC(=O)c1ccc(Cl)cc1 (stereo unspecified)
-3 | 1 | COC(=O)c1ccc(CSc2nnc(CNC(=O)c3cccs3)o2)o1
0 | 5 | N#CC1=C(N)N(c2ccccc2)C(c2ccccc2)C1(C#N)C#N (stereo unspecified)
-2 | -5 | O=C(C1CCN(S(=O)(=O)N2CCOCC2)CC1)N1CCN(c2ccccc2)CC1
-3 | -16 | CC(C)C(=O)NCCn1ccc2ccccc21
-2 | -50 | COc1cc2c(C(=O)N3CCN(C4CCCCC4)CC3)cn(CC(C)C)c(=O)c2cc1OC
-4 | -1 | Cc1ccc(Cl)cc1N1CCN(C(=O)C2CCN(S(=O)(=O)c3c(C)nn(C)c3C)CC2)CC1
-1 | -7 | CCOc1ccc(CNc2ccc3c(c2)ncn3C)cc1

Source: PubChem (NMMLSC)

Some of the compounds tested. The share of hits here may be higher or lower than overall.
